N-glyco inh – N-linked glycosylation inhibition. D54 ERlucT glycosylation luciferase reporter, 24 h; percent of 100 nM tunicamycin response. reporter increase, % at 12.5 µM. 360,000 tested, 0.23% active. AID 588692;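 active = mean luciferase reporter signal, scaled so untreated is 0 and the glycosylation-blocking control 100, at or above a set limit in every replicate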;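 also: luciferase carries N-glycosylation sites so blocking glycosylation raises the light; 0% = median of neutral control wells and 100% = median of 100 nM tunicamycin wells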
ABCB6 inh MLPCN – human ABCB6 transporter inhibition. fluorescence ratio to DMSO, % at 10 µM. Q9NP58. 360,000 tested, 0.19% active. K562-ABCB6 porphyrin accumulation, flow cytometry, 1 h; hits give low values;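 active = fluorescence ratio to DMSO below 75%, the collection mean minus 3 SD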;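 also: signal is porphyrin accumulated inside mitochondria; 100% equals median channel fluorescence of DMSO control wells; lower ratio means ABCB6 inhibition with less porphyrin fluorescence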
Target sequence (Q9NP58 whole entry, looked up): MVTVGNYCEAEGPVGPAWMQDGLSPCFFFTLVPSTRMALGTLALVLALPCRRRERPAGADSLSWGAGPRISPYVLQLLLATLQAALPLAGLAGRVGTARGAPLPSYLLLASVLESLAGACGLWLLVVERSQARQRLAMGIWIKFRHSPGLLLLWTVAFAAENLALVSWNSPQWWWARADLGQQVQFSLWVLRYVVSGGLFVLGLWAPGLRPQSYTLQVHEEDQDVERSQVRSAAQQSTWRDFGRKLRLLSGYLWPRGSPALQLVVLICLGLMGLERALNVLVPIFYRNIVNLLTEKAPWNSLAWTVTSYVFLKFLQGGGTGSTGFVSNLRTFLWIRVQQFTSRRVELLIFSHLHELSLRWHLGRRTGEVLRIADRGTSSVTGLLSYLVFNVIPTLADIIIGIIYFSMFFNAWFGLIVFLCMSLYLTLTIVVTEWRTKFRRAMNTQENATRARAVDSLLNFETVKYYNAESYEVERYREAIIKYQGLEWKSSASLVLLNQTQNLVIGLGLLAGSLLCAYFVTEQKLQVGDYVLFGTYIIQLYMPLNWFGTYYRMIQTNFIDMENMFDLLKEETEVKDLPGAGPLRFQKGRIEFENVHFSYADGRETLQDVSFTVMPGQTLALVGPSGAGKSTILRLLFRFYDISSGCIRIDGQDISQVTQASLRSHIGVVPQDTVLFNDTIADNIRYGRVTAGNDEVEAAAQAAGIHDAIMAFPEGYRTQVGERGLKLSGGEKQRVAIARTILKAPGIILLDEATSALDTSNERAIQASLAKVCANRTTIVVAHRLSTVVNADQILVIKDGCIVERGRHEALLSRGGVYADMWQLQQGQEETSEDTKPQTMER
iPSC survival up – hiPSC single-cell survival enhancement; ATPlite luminescence; 100% = ROCK inhibitor wells, 0% = DMSO; survival enhancement, % at 20 µM; 360,000 tested, 0.044% active; AID 602274; in the data active = survival enhancement above about 18%;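 also: cells exposed to compounds for 16 hours before the ATP read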
HTR2A ag – activates the mouse 5-HT2A serotonin receptor; P35363; CHO-K1 mHTR2A beta-arrestin complementation, luminescence; percent of 30 µM serotonin response; activation, % at 7.6 µM; 360,000 tested, 0.66% active; AID 624169;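 active = activation above a run cutoff, the mean activation of all tested compounds plus 3 SD, cut at about 14% in these data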;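 also: 0% = plate median of compound wells and 100% = 30 µM serotonin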
Granule exo inh – lytic granule exocytosis inhibition; TALL-104 LAMP-1 surface exposure, flow cytometry; cells stimulated with thapsigargin and PMA; inhibition, % at 10 µM; 360,000 tested, 0.66% active;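 active = inhibition above about 55%, limit read from the data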
MC4R barr agon – agonists of human melanocortin 4 receptor (MC4R) beta-arrestin | U2OS MC4R beta-arrestin complementation, luminescence; percent of melanotan II response, DMSO zero | AID 540308 | P32245 | 360,000 tested, 0.98% active | activation, % at 8.9 µM;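 active = activation above a per-plate cutoff, the mean activation of sample wells on that plate plus 3 SD, cut at about 8% in these data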
H9c2 protect – myocardial damage modulation in H9c2 cells; AID 588492; 360,000 tested, 0.63% active; protection from H2O2 cell death, % at 20 µM; H9c2 cardiomyocytes, H2O2 injury protection, ATPLite, 2 h;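 active = compounds giving at least 50% protection of heart cells from peroxide-induced death in the single-dose screen, raw or plate-pattern-corrected value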;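 also: 0% = DMSO wells with peroxide and 100% = DMSO wells without peroxide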
aDG glyco up – increases alpha dystroglycan glycosylation. Pro5-aDG cells, alpha-DG glycosylation AlphaScreen (IIH6); 0% Pro5, 100% B10-LARGE cell signal. activation, % at 10 µM. 360,000 tested, 0.22% active;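 active = activation of at least 8% versus controls, or a plate z-score of at least 8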;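 also: Pro5 are CHO cells carrying HIG-tagged alpha-DG that lacks glycosylation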
MC4R antagonist – human MC4R antagonism in cAMP assay | AID 540295 | MC4R-expressing cells, MTII-stimulated cAMP, LANCE TR-FRET | P32245 | inhibition, % at 6.5 µM | 360,000 tested, 0.48% active;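 active = inhibition above its plate's cutoff, the mean of tested wells on that plate plus 3 SD, cut at about 29% in these data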;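 also: 0% = Melanotan II alone and 100% = Melanotan II plus saturating MCL0020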
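Material: human MC4R-expressing U2OS cells. Probe or stimulus: Melanotan II challenge. Dosing: 6.5 µM single dose. Times: 30-min compound, 1-h challenge, 1-h detection, room temperature. Technique: TR-FRET with Eu-cAMP and labeled anti-cAMP, 671 nm. Replication: singlicate.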
ABHD5 PLIN5 PPI – blocks binding of human ABHD5 to perilipin-5. Q00G26+Q8WTS1. Split G. princeps luciferase complementation, luminescence, 4 h. inhibition, % at 4 µM. 360,000 tested, 0.78% active;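 active = inhibition above the mean inhibition across every tested compound plus 3 SD, cut at about 22% in these data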;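 also: 0% = DMSO only wells and the 100% control is not disclosed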
Starred values were filed as active, the others as inactive; · = not tested or not shown.

Values run as follows: N-glyco inh	ABCB6 inh MLPCN	iPSC survival up	HTR2A ag	Granule exo inh	MC4R barr agon	H9c2 protect	aDG glyco up	MC4R antagonist	ABHD5 PLIN5 PPI
- O=C(Cc1cccc2ccccc12)N1CC[C@@]2(O)CCCC[C@H]2C1
    -1	99	-0.6	5	1	-0.2	7	0.1	11	-5
- O=C(NC(=S)NNC(=O)c1ccccc1F)c1cccnc1
    -1	95	-0.5	1	-3	-2.6	14	0.0	5	1
- C[C@H](CO)N1C[C@H](C)[C@@H](CN(C)S(=O)(=O)c2cn(C)cn2)Oc2c(NS(=O)(=O)c3cn(C)cn3)cccc2C1=O
    2	99	0.0	5	-3	-1.5	-1	0.1	-2	4
- O=C(O)c1ccc(S(=O)(=O)N2CCN(c3ccccn3)CC2)cc1
    3	97	-0.1	3	-1	0.0	-3	0.1	20	-2
- Cc1ccc(-c2nsc(SCC(=O)Nc3ccc4c(c3)OCO4)n2)cc1
    1	98	2.8	-1	-7	0.8	-14	0.1	8	-6
- O=C(Nc1ccc(Cl)cc1)Nc1nc(-c2sccc2Br)cs1
    -2	94	6.1	1	1	1.7	-21	-0.3	3	-6
- O=C(Nc1ccc(N2CCOCC2)cc1)c1cc2c(s1)CCCC2
    -3	103	-2.6	0	5	3.9	-1	1.6	3	7
- CCn1c(CN2CCCCC2)nc2cc(S(=O)(=O)N3CCCCC3)ccc21
    -2	92	-0.2	-12	-8	0.3	-8	-0.1	-5	10
- CC(C)(C)C(=O)Nc1ncccc1C(O)c1cccc(C(F)(F)F)c1 (stereo not drawn)
    -1	108	0.1	0	-2	-1.9	1	0.1	-2	-2
- Cc1nn(C)cc1CNC(=O)C1(C)CC1(Cl)Cl (stereo not drawn)
    1	101	0.5	0	0	-2.3	-2	-0.2	1	1
- Cn1cccc1/C=N/NC(=O)c1ccc[n+]([O-])c1
    2	93	-0.5	0	-4	2.0	3	-0.2	1	2
- Cc1ccc(SCC(=O)Nc2ccc(N3CCN(c4ccccc4)CC3)c(F)c2)cc1
    0	101	0.1	-2	0	4.7	1	0.0	11	-3
- Cc1nc(N2CCN(S(=O)(=O)c3ccccc3)CC2)c2c3c(sc2n1)CC(C)CC3 (stereo not drawn)
    -8	99	-0.4	5	0	-0.4	28	-0.1	12	0
- Cn1ccc(NC(=O)Nc2ccc(Cl)cc2Cl)n1
    3	98	2.5	-3	-2	-0.5	-4	0.0	10	10
- Clc1ccccc1CSc1nnc(-c2ccco2)c(-c2ccco2)n1
    0	98	2.1	2	4	-1.9	-3	-0.1	3	13
- COc1ccc(NS(=O)(=O)c2cccc(C(=O)O)c2)cc1S(=O)(=O)N1CCOCC1
    1	98	0.9	1	-2	-3.0	4	0.0	-4	-5
- CCN1CCN(c2ccc(S(=O)(=O)N3CCCCC3)cc2NC(=O)c2cccc(Cl)c2)CC1
    -4	96	0.8	-9	-4	-1.3	8	0.3	-2	-1
- O=C(OCC(=O)N(CCc1ccccc1)Cc1ccccc1)c1ccccc1O
    -2	99	0.0	-9	4	1.8	-5	0.1	16	-6
- Cc1cccc(CSC2=NCCN2S(=O)(=O)c2ccc(F)cc2)c1
    -2	94	0.8	-7	-2	-3.4	-10	-0.1	1	-2
- CCC(=O)Nc1nnc(CSCc2ccc(F)cc2)s1
    -2	102	1.7	-5	4	-2.1	3	-0.3	1	-3
- COC(=O)c1ccc(NC(=O)Nc2ccccc2C)cc1
    0	98	-2.6	-1	9	5.4	-11	1.0	3	6
- CCCCCCCCCCCCN1[C@@H](CC(C)=O)c2cc(C(F)(F)F)ccc2S1(=O)=O
    4	90	-3.6	1	-10	0.9	-13	0.2	8	-2
- O=C(NCCCN1CCOCC1)c1cc(-c2ccc(F)cc2)no1
    12	102	-0.2	4	0	-1.7	-2	-0.2	2	7
- Cc1cccc(-c2nc(CN3CCN(C(=O)C4CCCO4)CC3)cs2)c1 (stereo not drawn)
    -1	94	0.4	4	1	-2.0	-5	0.2	-2	1
- O=C(NCc1ccccc1)NC(=O)c1ccc(Cl)cc1
    1	100	-0.6	6	-7	1.1	-6	0.2	2	-4
- CCCN(CC(=O)Nc1ccccc1C)C(=O)C1CC(=O)N(c2ccc(CC)cc2)C1 (stereo not drawn)
    0	92	-0.4	4	-4	-3.8	-4	0.1	6	8
- Cc1cc2c(cc1C)NC(=O)CC(C(F)(F)C(F)(F)C(F)(F)F)=N2
    -1	99	0.9	1	1	8.7*	-6	0.1	8	-2
- CCc1ccccc1N(C(=O)c1snc(C(N)=O)c1N)C(C(=O)NCC1CCCO1)c1c[nH]c2ccccc12 (stereo not drawn)
    -4	94	0.4	5	46	-0.1	-3	-0.1	14	4
- COc1cccc(N(CC(=O)N2CCN(C)CC2)S(=O)(=O)c2ccccc2)c1
    2	99	-1.3	-6	0	-0.1	-2	0.1	2	0
- CCCCN1CCc2c(c3ccccc3n2Cc2ccccc2)C1
    -9	98	0.2	-18	22	2.1	-12	0.2	7	5
- CC(C)Cn1c(SCC(N)=O)nnc1-c1cccc(S(=O)(=O)N2CCOCC2)c1
    1	102	-0.5	7	-5	0.0	8	-0.1	3	2
- Cc1cccc(Nc2ncnc3onc(-c4ccc(F)cc4)c23)c1C
    -3	96	-1.1	4	5	0.4	1	0.2	-2	-7
- CCCS(=O)(=O)NC(=O)C1(C)CCN(C(=O)c2cc(C)nn2C(C)(C)C)C1 (stereo not drawn)
    1	81	-1.3	-2	-8	-1.6	3	-0.2	-4	-5
- Cc1c(NC(=S)NC(NC(=O)C(C)C)C(Cl)(Cl)Cl)c(=O)n(-c2ccccc2)n1C (stereo not drawn)
    2	95	-0.9	1	-2	-0.5	10	-0.1	-5	0
- CCOC(=O)c1c(NC(=O)C(F)(OC)C(F)(F)F)sc2c1CCN(C)C2 (stereo not drawn)
    -1	108	3.8	-4	2	-0.4	9	0.5	1	0
- Cc1nn(-c2ccccc2)c(=O)c2noc(C)c12
    1	92	-0.3	-5	-4	0.2	4	0.1	6	-9
- O=C1NC[C@H](CCCCN2C[C@H](Cc3ccc(O)cc3)N(CCc3ccccc3)C(=O)C2=O)N(CCc2ccccc2)C1=O
    ·	96	-0.3	0	-2	·	·	-0.2	·	3
- Fc1ccc(-c2ccnc(=S)[nH]2)cc1
    3	99	-1.9	-1	8	0.6	11	0.2	-3	-6
- C[C@@H]1C(c2ccc(F)cc2)=NN(c2ccc(Br)cc2)[C@H]1C(=O)N1CCOC1=O
    4	102	-2.2	-6	1	-0.4	-1	-0.1	1	-1
- Cc1ccc(NC(=O)COC(=O)CN2C(=O)C3CCCCC3C2=O)cc1S(=O)(=O)N1CCOCC1 (stereo not drawn)
    1	86	-1.0	2	0	1.5	1	-0.1	-3	2
- COc1cccc(C(=O)Oc2ccc(/C=N/Nc3ccc(C(=O)O)cc3)cc2OC)c1
    -14	89	-0.1	1	4	-0.9	1	0.2	-1	-8
- CCCCC1=CC2=C(c3ccco3)C(=O)C(C)(OC(=O)c3ccc(OC)cc3)C(=O)C2=CN1CCOC (stereo not drawn)
    0	98	3.4	2	-8	-1.4	31	0.0	5	-7
- O=C(Cn1c(C(F)(F)F)nc2ccccc21)OCC(=O)c1c[nH]c2ccccc12
    1	112	3.8	-2	1	-2.3	-1	0.0	0	1
- COc1cc(CNCc2cccnc2)ccc1OCc1ccccc1
    1	97	-0.8	-4	0	-1.7	0	0.2	7	9
- CCC1CCC/C1=N\NC(=O)c1cc(C)[nH]n1 (stereo not drawn)
    0	94	-2.3	-2	-3	-1.7	4	-0.1	9	-1
- O=C(c1cc2ccccc2o1)N1CCCCCC1
    1	93	0.8	-1	4	-1.1	13	-0.3	2	0
- CC(C)C(C(=O)NCC1CCCO1)N(Cc1ccccc1)C(=O)CNS(=O)(=O)c1ccccc1 (stereo not drawn)
    1	99	0.7	0	-8	-0.2	0	0.0	7	0
- Nc1ccc(Nc2ccccc2N)cc1
    2	125	-2.2	-2	3	0.1	4	0.6	-4	4
- COc1ccc(/C=C(/NC(=O)c2ccco2)C(=O)Nc2cccc(C(=O)O)c2)cc1
    2	97	0.5	1	5	-0.4	1	-0.1	-3	0
- COc1ccc(C(N)CCc2ccco2)cc1 (stereo not drawn)
    1	106	-1.1	1	-1	2.0	0	-0.2	16	2
- Cn1c(CN2CCCCC2)nc2cc(NS(=O)(=O)c3ccc(Cl)cc3)ccc21
    -4	94	1.1	-2	6	0.3	-3	0.0	-3	-2
- O=C(NCc1cccnc1)C(=O)NC1CCCCC1
    2	100	2.6	-1	-3	-0.7	0	0.1	11	7
- N#C/C=C/N1CCN(C(=O)c2ccco2)CC1
    1	93	1.7	0	-1	-0.5	-1	0.0	4	3
- CCOc1ccc(CCNC(=O)c2nn(C)c3c2CS(=O)(=O)c2ccccc2-3)cc1
    -1	100	2.3	5	6	-3.5	19	0.2	11	-9
- Cc1ccccc1NC(=O)c1nn(C)c(C(=O)Nc2ccccc2C)c1[N+](=O)[O-]
    1	98	0.1	6	8	-0.1	-2	-0.2	3	0
- CC1(NC(=O)CCNC(=O)c2ccc(C(C)(C)C)cc2)CCS(=O)(=O)C1 (stereo not drawn)
    1	100	-0.3	0	0	2.7	-2	0.0	3	7
- CCCCc1ccc(NC(=O)Nc2cc(C)nn2C)cc1
    0	96	0.7	-4	-8	-0.3	-12	0.2	6	2
- CCCC(=O)C1C(=O)CC(C)(C)C(c2cc(C)no2)C1=O (stereo not drawn)
    0	95	3.5	4	0	-1.5	6	-0.1	2	0
- CCS(=O)(=O)c1nc(S(=O)(=O)c2ccc(C)cc2)c(N2CCCCCC2)s1
    1	98	1.7	15*	1	-0.7	-3	-0.1	-4	-5
- CCC(C)NC(=O)CNC(=S)N(CCCN1CCOCC1)Cc1cccs1 (stereo not drawn)
    2	94	1.4	7	-1	4.4	1	0.1	0	-2

Carrying on:
Values run as follows: N-glyco inh	ABCB6 inh MLPCN	iPSC survival up	HTR2A ag	Granule exo inh	MC4R barr agon	H9c2 protect	aDG glyco up	MC4R antagonist	ABHD5 PLIN5 PPI
- O=C(O)/C(=C\c1ccc(-c2ccccc2[N+](=O)[O-])o1)c1ccccc1
    3	101	-0.7	6	0	-1.6	5	0.0	3	-4
- CCN(CCn1cccn1)C(=O)CC1C(=O)NCCN1Cc1ccc(F)c(F)c1 (stereo not drawn)
    2	106	-0.3	-1	1	0.4	-5	0.0	3	-2
- O=C(NCCC(NS(=O)(=O)OCC(Cl)(Cl)Cl)c1ccccc1)C(F)(F)F (stereo not drawn)
    -1	96	-1.1	-3	8	-0.6	-6	0.1	-1	-2
- Cc1cccc(/C=N/NC(=O)C[n+]2ccccc2)c1
    1	99	-0.4	0	-7	-1.4	2	0.1	5	9

Compound profiles, as listed above. Order of screens: N-glyco inh | ABCB6 inh MLPCN | iPSC survival up | HTR2A ag | Granule exo inh | MC4R barr agon | H9c2 protect | aDG glyco up | MC4R antagonist | ABHD5 PLIN5 PPI
Record of `Cc1cccc(/C=N/NC(=O)C[n+]2ccccc2)c1` → 1 | 99 | -0.4 | 0 | -7 | -1.4 | 2 | 0.1 | 5 | 9
Record of `O=C(O)/C(=C\c1ccc(-c2ccccc2[N+](=O)[O-])o1)c1ccccc1` → 3 | 101 | -0.7 | 6 | 0 | -1.6 | 5 | 0.0 | 3 | -4
